Tn6 DDE FP – inhibitors of Tn6 peptide binding to fibrin DD(E), primary screen, biochemical, fluorescence polarization, human fibrin, Tn6 probe | inhibition, % at 8.3 µM | Fibrin DD(E) TRITC-Tn6 fluorescence polarization displacement | 0.21% of 370,000 active | Fibrinogen beta chain (Homo sapiens), P02675 | AID 720509, 2013;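 active means inhibition above a per-campaign cutoff: mean of compounds within control limits plus 3 SD, cut at about 15% in these data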;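 further: 0% = median of all compound wells on the plate and 100% = blocking peptide control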
ARFGAP1 inh – inhibitors of rat ARFGAP1 GAP activity, primary screen, biochemical, fluorescence polarization, GDP tracer. Arfgap1-stimulated ARF1 GTP hydrolysis, GDP FP detection. inhibition, % at 16.5 µM. 0.26% of 360,000 active;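 active means inhibition above a per-plate limit, mean inhibition of low control wells plus 3 SD, cut at about 25% in these data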;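 further: 0% = DMSO wells with enzyme and 100% = wells lacking Arfgap1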
Target sequence (Q62848 1-136 limits assumed): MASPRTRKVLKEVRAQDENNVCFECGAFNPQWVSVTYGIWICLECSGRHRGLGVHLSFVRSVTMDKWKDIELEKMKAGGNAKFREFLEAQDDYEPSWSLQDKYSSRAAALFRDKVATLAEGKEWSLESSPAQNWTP
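system = rat Arfgap1 catalytic domain, aa 1-136 | technique = FP, GDP Alexa 633 tracer displaced from anti-GDP antibody, 620/688 nm | compound = one concentration, 16.5 µM, DMSO 1.26% | medium = HEPES-based buffer, pH 7.5 | timing = compound-enzyme preincubation 20 min, reaction 120 min, detection 60 min, 25 °C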
TDP2 absorb – human TDP2 enzyme inhibitors, primary screen, biochemical, epi absorbance, recombinant enzyme; AID 720702, 2013; inhibition, % at 12.8 µM; 0.34% of 370,000 active; Tyrosyl-DNA phosphodiesterase 2 (Homo sapiens), O95551; T5PNP hydrolysis, p-nitrophenol absorbance 415 nm;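 active means inhibition above the mean of all tested compounds plus 3 SD, set per campaign, cut at about 25% in these data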;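 further: 0% = DMSO with enzyme and 100% = buffer with substrate but no TDP2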
Target sequence (O95551 whole entry, looked up): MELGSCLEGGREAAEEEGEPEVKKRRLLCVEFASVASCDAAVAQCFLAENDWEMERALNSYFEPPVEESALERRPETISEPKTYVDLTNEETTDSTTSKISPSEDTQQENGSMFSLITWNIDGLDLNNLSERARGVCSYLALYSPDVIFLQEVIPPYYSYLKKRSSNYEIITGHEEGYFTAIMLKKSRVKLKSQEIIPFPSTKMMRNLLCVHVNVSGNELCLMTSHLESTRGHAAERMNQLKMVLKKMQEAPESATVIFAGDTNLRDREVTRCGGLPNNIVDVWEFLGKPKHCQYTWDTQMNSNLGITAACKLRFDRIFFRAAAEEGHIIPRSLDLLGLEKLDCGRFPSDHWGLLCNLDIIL
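Material: recombinant human TDP2; quantity: TDP2 enzyme at 120 nM final; medium: Tris-HCl pH 7.5 with MgCl2; compound: single concentration, 12.8 µM nominal, with 1% DMSO; incubation: 2 h enzyme incubation at 37 °C; signal: epi absorbance; measure: percent inhibition; benchmarks: high control without enzyme, low control DMSO plus TDP2; repeats: singlicate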
PLCg1 inh – PLC-gamma1 enzyme inhibitors, primary screen, biochemical, fluorescence, purified enzyme | 0.84% of 370,000 active | AID 720700, 2013 | 1-phosphatidylinositol 4,5-bisphosphate phosphodiesterase gamma-1 (Homo sapiens), P19174 | inhibition, % at 12.2 µM | fluorogenic substrate; in the data active means inhibition above about 9.5%
ADAM10 inh – human ADAM10 inhibitors, primary screen, biochemical, QFRET, HTS; inhibition, % at 7 µM; recombinant ADAM10, EDANS/DABCYL FRET peptide cleavage, 3 h; 0.62% of 370,000 active; Disintegrin and metalloproteinase domain-containing protein 10 (Homo sapiens), O14672; AID 720582, 2013;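 active means inhibition above a per-campaign cutoff equal to the mean of compounds falling between control-based bounds plus 3 SD, cut at about 20% in these data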;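 further: 0% = DMSO wells while the 100% control is not disclosed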
SIAE primary – human SIAE inhibitors, primary screen, biochemical, fluorescence polarization, FP-Rh probe, 1536-well HTS | Sialate O-acetylesterase (Homo sapiens), Q9HAT2 | SIAE FP-Rh probe binding | inhibition, % at 9.66 µM | 0.69% of 370,000 active | AID 1053197, 2014;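 active means inhibition above a cutoff: mean of compounds within the control limits plus 3 SD of those, cut at about 17% in these data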;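 further: 0% = plate median of compound wells and 100% = probe without SIAE protein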
PLCb3 inh – human PLC-beta3 inhibitors, primary screen, biochemical, fluorescence; 1-phosphatidylinositol 4,5-bisphosphate phosphodiesterase beta-3 (Homo sapiens), Q01970; Purified PLC-beta3, fluorogenic substrate; inhibition, % at 12.2 µM; 0.18% of 370,000 active; in the data active means inhibition above about 11%;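 further: 0% = median of compound wells on plate and 100% = full blocker control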
ADAM17 inh – ADAM17 inhibitors, primary screen, biochemical, QFRET | recombinant ADAM17, EDANS/DABCYL FRET peptide cleavage | inhibition, % at 6.95 µM | 0.83% of 370,000 active | AID 720648, 2013;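 active means inhibition above the mean of compounds lying between control limits plus 3 SD, set per campaign, cut at about 8.5% in these data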;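 further: 0% = DMSO-only wells as the low control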
ASAP1 GAP inh – inhibitors of human ASAP1 ArfGAP activity, primary screen, biochemical, fluorescence polarization | Arf-GAP with SH3 domain, ANK repeat and PH domain-containing protein 1 (Homo sapiens), … | ASAP1-stimulated ARF1 GTP hydrolysis, GDP FP detection | inhibition, % at 16.5 µM | 0.19% of 360,000 active | AID 624377, 2012; in the data active means inhibition above about 25%;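 further: 0% = vehicle with enzyme and substrate and 100% = no enzyme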
Target sequence (Q9ULH1 325-724 limits assumed): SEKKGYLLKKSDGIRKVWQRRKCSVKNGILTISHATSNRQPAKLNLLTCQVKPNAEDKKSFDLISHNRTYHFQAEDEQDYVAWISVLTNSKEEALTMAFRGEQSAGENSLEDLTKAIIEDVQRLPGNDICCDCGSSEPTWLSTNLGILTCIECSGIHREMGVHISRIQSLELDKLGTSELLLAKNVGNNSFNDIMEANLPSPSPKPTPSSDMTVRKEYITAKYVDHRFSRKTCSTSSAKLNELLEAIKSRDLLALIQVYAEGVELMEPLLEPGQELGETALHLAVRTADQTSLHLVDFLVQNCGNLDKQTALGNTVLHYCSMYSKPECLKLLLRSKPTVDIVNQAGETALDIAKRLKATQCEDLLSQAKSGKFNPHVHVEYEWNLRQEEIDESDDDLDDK
DDE Tn7 FP inh – inhibitors of Tn7 peptide binding to fibrin DD(E), primary screen, biochemical, fluorescence polarization, human fibrin, Tn7 probe | FP displacement of FITC-Tn7 peptide from fibrin DD(E); 0% = median of compound wells per plate | 0.13% of 370,000 active | Fibrinogen beta chain (Homo sapiens), P02675 | inhibition, % at 8.3 µM;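 active means inhibition above the mean of compounds falling within the control limits plus 3 SD of them, cut at about 14% in these data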;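 further: 0% = plate median of compound wells and 100% = 10 µM Aha-Tn7 peptide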
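Assay system: Fibrin-DD(E) protein isolated from polymerized human fibrin clots; read-out basis: percent inhibition; medium: Tris/NaCl/CaCl2 buffer, pH 7.8; signal: FP measurement; incubation: 10 min plus 3 h, room temperature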
Starred values were filed as active, the others as inactive; i = inactive.

Tn6 DDE FP,ARFGAP1 inh,TDP2 absorb,PLCg1 inh,ADAM10 inh,SIAE primary,PLCb3 inh,ADAM17 inh,ASAP1 GAP inh,DDE Tn7 FP inh,mol
-1,-4,-7,1,-14,4,-4,-1,-1,-2,Cc1ccc(N2C(=O)CC(Sc3cccs3)C2=O)cc1 (configuration not stated)
-6,1,10,1,-2,-3,0,-5,2,-2,CCOc1cc(S(=O)(=O)N(CC)CC)ccc1F
-5,9,2,-27,-77,0,-30,-18,5,3,O=C1COc2ccc(C(=O)COC(=O)Cc3ccccc3F)cc2N1
-3,-7,15,2,6,-3,-7,1,5,0,COCCNC(=O)[C@H]1N2C(=O)c3ccccc3C2SC1(C)C (some centres not stated)
-2,10,0,-2,1,4,-10,0,-11,-9,N#Cc1cnn2ccc(-c3cc(N4CCOCC4)ccc3[N+](=O)[O-])nc12
4,1,-1,-25,-1,0,-42,-1,5,5,COC(=O)Nc1nn(-c2ccc(OC)cc2)c(=O)c(C#N)c1C
1,0,3,-2,4,2,-4,-3,-4,1,CCN(C(=O)COC(=O)c1cccc(S(=O)(=O)NCc2ccccc2)c1)c1ccccc1
-5,1,-11,2,-2,-11,1,-6,-4,0,CCOC(=O)C1CCN(C(=O)COc2ccc(S(=O)(=O)NC(C)C)cc2Cl)CC1
0,-1,-4,-15,-19,-5,-16,-4,-5,-4,CCCCCCC(=O)Nc1cc2c(C)cc(=O)oc2cc1C
4,-4,4,-283,i,-2,-261,-427,-12,-5,Cc1cc(NC(=O)COC(=O)c2nccnc2N)n(-c2ccccc2)n1
-6,-4,0,0,-3,1,1,-5,-6,1,COc1ccc(NC(=S)NCc2ccc(S(N)(=O)=O)cc2)cc1OC
-2,6,1,1,-9,2,-3,-5,-4,-8,C#CCN1C[C@@]2(O)CC[C@@H](O)[C@@H](OC)[C@@H]2[C@@]1(C)[C@H](O)CC=C(C)C
-7,11,3,-2,-5,2,-10,-3,-2,4,COc1ccccc1CCC(=O)N(CCC1=CCCCC1)c1c(N)n(Cc2ccccc2)c(=O)[nH]c1=O
6,7,5,-1,-10,-2,1,-4,-18,5,O=C(Nc1ccccc1F)c1csc(COCCO)n1
5,1,-2,1,-4,-2,-5,-3,3,4,CC1(C)CC(=O)C2=C(C1)OC(N)=C([N+](=O)[O-])C2c1ccc(F)cc1 (configuration not stated)
4,5,-3,-37,-114,-2,-46,-28,-5,2,CCOCCCNC(=O)c1cc(-c2ccc(Br)s2)nc2ccccc12
7,7,-10,-2,-9,-1,0,0,-6,7,COc1ccccc1NC(=O)N1CCN(c2ccc3nncn3n2)CC1
-9,-1,1,6,1,1,-2,-3,21,-5,CC1Cc2ccccc2N1C(=O)C1CCCN(S(=O)(=O)c2cccc3nsnc23)C1 (configuration not stated)
-4,-8,-1,1,-6,3,-5,-5,0,-11,COc1ccccc1NC(=O)CN1C(=O)CC(C)S(=O)(=O)c2ccccc21 (configuration not stated)
9,9,2,-2,2,-1,-3,-4,1,5,O=c1cc(CSc2nc3cc(Cl)ccc3o2)nc2sccn12

Single records, from the list above:
CCOCCCNC(=O)c1cc(-c2ccc(Br)s2)nc2ccccc12 reads Tn6 DDE FP = 4; ARFGAP1 inh = 5; TDP2 absorb = -3; PLCg1 inh = -37; ADAM10 inh = -114; SIAE primary = -2; PLCb3 inh = -46; ADAM17 inh = -28; ASAP1 GAP inh = -5; DDE Tn7 FP inh = 2
COc1ccc(NC(=S)NCc2ccc(S(N)(=O)=O)cc2)cc1OC reads Tn6 DDE FP = -6; ARFGAP1 inh = -4; TDP2 absorb = 0; PLCg1 inh = 0; ADAM10 inh = -3; SIAE primary = 1; PLCb3 inh = 1; ADAM17 inh = -5; ASAP1 GAP inh = -6; DDE Tn7 FP inh = 1
COc1ccccc1CCC(=O)N(CCC1=CCCCC1)c1c(N)n(Cc2ccccc2)c(=O)[nH]c1=O reads Tn6 DDE FP = -7; ARFGAP1 inh = 11; TDP2 absorb = 3; PLCg1 inh = -2; ADAM10 inh = -5; SIAE primary = 2; PLCb3 inh = -10; ADAM17 inh = -3; ASAP1 GAP inh = -2; DDE Tn7 FP inh = 4

Some of these compounds in order of formula weight, low to high:
Tn6 DDE FP,ARFGAP1 inh,TDP2 absorb,PLCg1 inh,ADAM10 inh,SIAE primary,PLCb3 inh,ADAM17 inh,ASAP1 GAP inh,DDE Tn7 FP inh,mol
5,1,-2,1,-4,-2,-5,-3,3,4,CC1(C)CC(=O)C2=C(C1)OC(N)=C([N+](=O)[O-])C2c1ccc(F)cc1 (configuration not stated)
-2,6,1,1,-9,2,-3,-5,-4,-8,C#CCN1C[C@@]2(O)CC[C@@H](O)[C@@H](OC)[C@@H]2[C@@]1(C)[C@H](O)CC=C(C)C
9,9,2,-2,2,-1,-3,-4,1,5,O=c1cc(CSc2nc3cc(Cl)ccc3o2)nc2sccn12
-6,-4,0,0,-3,1,1,-5,-6,1,COc1ccc(NC(=S)NCc2ccc(S(N)(=O)=O)cc2)cc1OC
4,5,-3,-37,-114,-2,-46,-28,-5,2,CCOCCCNC(=O)c1cc(-c2ccc(Br)s2)nc2ccccc12
-9,-1,1,6,1,1,-2,-3,21,-5,CC1Cc2ccccc2N1C(=O)C1CCCN(S(=O)(=O)c2cccc3nsnc23)C1 (configuration not stated)

Remaining list, next part.
Tn6 DDE FP,ARFGAP1 inh,TDP2 absorb,PLCg1 inh,ADAM10 inh,SIAE primary,PLCb3 inh,ADAM17 inh,ASAP1 GAP inh,DDE Tn7 FP inh,mol
-5,3,-2,3,-8,-3,-2,-3,-2,0,CNCC(O)CN(c1ccccc1)c1ccccc1 (configuration not stated)
-11,16,-7,7,-15,-5,2,2,1,2,NC(N)=NCCCC(NC(=O)c1ccccc1)C(=O)Nc1ccc2ccccc2c1 (configuration not stated)
-8,7,-2,-27,-29,-7,-38,-13,9,-1,CCOC(=O)c1ccc(NCc2nc3ccccc3[nH]2)cc1
-6,4,3,-5,-4,4,-2,-4,9,4,O=[N+]([O-])c1ccc(/C=N/Nc2nc(N3CCCCCC3)nc(N3CCCCCC3)n2)o1
-1,3,-7,-17,-21,-49,-18,-6,5,-3,CC1(C)SC(=S)N(NC(=O)Nc2ccccc2)C1N(O)C(=O)Nc1cccc2ccccc12 (configuration not stated)
0,2,5,-3,3,-1,-8,2,1,1,O=C(NCCC1=CCCCC1)c1cc(COc2c(F)cccc2F)on1
-5,19,-3,0,3,6,1,-5,6,7,CNC(=O)c1cc2c(s1)CCCCCC2
10,7,-1,0,-4,2,-6,0,11,0,O=C(Nc1ccc(F)cc1)c1ccc2c(c1)S(=O)(=O)N=C1CCCCCN12
-6,-14,12,0,6,0,-2,0,11,-7,CCN(CC(=O)N1CCCC1)S(=O)(=O)c1ccc2ccccc2c1
0,0,-2,2,-19,7,-11,-8,-10,-5,O=c1[nH]c(=S)[nH]c2c1CN(Cc1ccc(F)cc1)CC2
-5,1,1,-3,0,-2,-2,0,4,1,COc1ccc(N(C(=O)Cc2cccs2)C(C(=O)NC2CCCCC2)c2cccn2C)cc1 (configuration not stated)
-6,4,2,-3,-16,-11,4,2,-7,-1,COc1ccc(-c2[nH]nc(-c3ccccc3)c2-c2nc3ccccc3[nH]2)cc1
-3,-5,1,-43,-46,0,-46,-23,14,-1,Cc1cc(=O)n2[nH]cc(-c3ccccc3)c2n1
6,-5,-4,-51,-135,1,-74,-39,7,5,Clc1ccc(-c2cccc3nccn23)c(Cl)c1
-3,31*,63*,-14,-24,7,-30,-2,39*,-6,COc1ccccc1Nc1cc2cc(Br)ccc2c(=O)[nH]1
-5,5,7,-1,1,0,2,0,1,-2,CCOc1ccc(S(=O)(=O)N(CC)CC)cc1NS(=O)(=O)c1ccc(F)c(F)c1F
-3,11,-8,3,-10,3,4,-1,12,-6,Fc1ccc(NC(=S)Nc2cc(Cl)ccc2Cl)cc1
-3,5,10,0,0,3,-4,-3,6,7,O=C(Nc1nc2ccccc2[nH]1)c1cccc(Br)c1
-1,4,2,-2,-24,1,-2,-7,-6,4,O=c1oc(C2(O)CCCCC2)cc2ccccc12
-5,-1,7,-4,-8,7,-2,-3,-10,-2,CN(C)N1C(N)=C(C#N)C(c2ccsc2)C2=C1CC(C)(C)CC2=O (configuration not stated)

From PubChem
